Arrestin-AP2 inh – inhibitors of human beta-arrestin and AP2 interaction | inhibition, % at 10 µM | FITC-arrestin peptide / GST-AP2 beads, flow cytometry; AP2 beta2 appendage carries R879A mutation | hit rate 0.31% among 340,000;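 active = inhibition above a set limit, near 3 SD of compounds lacking own fluorescence, cut at about 54% in these data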;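 note: plate controls were DMSO wells for no effect and 5 µM unlabelled arrestin peptide for full effect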
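System: GST-AP2 R879A glutathione beads. Medium: PBS with 0.05% Tween 20 and 0.1% BSA. Also added: FITC-arrestin peptide, 50 nM. Incubation: 12 min plus 1 h, RT. Measured by: high-throughput flow cytometry of beads, ex 488, em 535 nm. Evaluation: percent drop in bead-associated FITC signal.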
NSD2 HMT inh – blocks human histone methyltransferase NSD2; O96028; hit rate 0.54% among 310,000; inhibition, % at 12.5 µM; NSD2 peptide methylation, AlphaScreen, 120 min; in the data active = inhibition above about 50%
RTF Ca sens inh – cardiac RTF calcium desensitization; AID 493244; inhibition, % at 7.15 µM; hit rate 0.12% among 340,000; P19429+P45379; IANBD-labeled cardiac RTF, Ca2+ fluorescence;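 active = inhibition above the mean inhibition of all tested compounds plus 3 SD, cut at about 17% in these data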;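 note: assay run at fixed EC70 calcium of 1.6 mM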
DAGLB inh – blocks human DAGLB lipase activity. HEK293T DAGLB membrane lysate, EnzChek fluorogenic substrate. inhibition, % at 5.17 µM. hit rate 0.059% among 340,000. AID 504411; in the data active = inhibition above about 34%;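 note: 0% = enzyme with vehicle and 100% = wells lacking enzyme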
SR-BI DiI inh – inhibitors of mouse SR-BI mediated HDL lipid uptake. Q61009. ldlA[mSR-BI] CHO cells, DiI-HDL uptake fluorescence, 3 h. inhibition, % at 12.5 µM. hit rate 0.96% among 320,000;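 active = mean replicate inhibition of at least 70% and a set share of replicates each scoring 70 or more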;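 note: 0% = median of neutral control wells and 100% = median of positive control wells; values of inactives mirror those of a sister screen read the other way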
Target sequence (Q61009 whole entry, looked up): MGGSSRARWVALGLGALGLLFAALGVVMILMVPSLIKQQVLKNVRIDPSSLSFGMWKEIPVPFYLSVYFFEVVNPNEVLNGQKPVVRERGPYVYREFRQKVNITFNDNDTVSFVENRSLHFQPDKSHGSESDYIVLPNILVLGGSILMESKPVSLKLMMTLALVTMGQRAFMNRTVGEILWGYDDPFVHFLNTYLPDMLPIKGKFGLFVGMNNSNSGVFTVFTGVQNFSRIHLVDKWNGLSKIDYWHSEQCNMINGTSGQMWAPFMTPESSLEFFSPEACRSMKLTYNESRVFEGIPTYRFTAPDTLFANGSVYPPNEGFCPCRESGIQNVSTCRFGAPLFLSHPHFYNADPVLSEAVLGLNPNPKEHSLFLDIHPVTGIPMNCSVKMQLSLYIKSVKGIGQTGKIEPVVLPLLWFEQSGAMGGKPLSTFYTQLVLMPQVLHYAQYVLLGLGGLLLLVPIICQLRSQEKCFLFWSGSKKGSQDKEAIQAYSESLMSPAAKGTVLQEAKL
LANA DNA inh – KSHV C-LANA DNA binding inhibition; MBP-C-LANA/FAM-LBS DNA binding, fluorescence polarization; inhibition, % at 9 µM; hit rate 0.078% among 340,000; AID 504423;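 active = highest replicate inhibition at or above 60% at 9 µM, even if other replicates fall short; inactive = all replicates below 60% inhibition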;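 note: 0% = neutral control wells and 100% = 4 µM acridine orange control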
SR-BI uptake up – enhances SR-BI lipid uptake from DiI-HDL | CHO ldlA[mSR-BI] cells, DiI-HDL uptake fluorescence, 3 h; 100 = double the neutral-control signal | activation, % at 12.5 µM | hit rate 0.096% among 320,000;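 active = mean replicate activation of at least 60% and every replicate at or above 60%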;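 note: 0% = median plate neutral-control signal and 100% = twice that signal; values of inactives mirror those of a sister screen read the other way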
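Material – SR-BI-overexpressing, LDLR-lacking CHO cells · Medium – BSA-supplemented, HEPES-buffered Ham's F12, pH 7.4 · Doses – single concentration · Times – compound with DiI-HDL co-incubation, 3 h at 37 °C · Measured by – bottom-read fluorescence, 550/595 nm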
Keap1 Nrf2 FP – Keap1-Nrf2 (human) interaction inhibition. Keap1 Kelch-Nrf2 peptide fluorescence polarization, 1536-well. AID 504523. Q14145. inhibition, % at 9.4 µM. hit rate 0.15% among 340,000; in the data active = inhibition above about 12%;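 note: human Keap1 Kelch domain with fluorescein labeled Nrf2 9mer peptide probe; 0% = neutral control wells and 100% = peptide positive control; higher means more block of Keap1 binding to Nrf2 peptide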
Target sequence (Q14145 whole entry, looked up, the tested form may be a part): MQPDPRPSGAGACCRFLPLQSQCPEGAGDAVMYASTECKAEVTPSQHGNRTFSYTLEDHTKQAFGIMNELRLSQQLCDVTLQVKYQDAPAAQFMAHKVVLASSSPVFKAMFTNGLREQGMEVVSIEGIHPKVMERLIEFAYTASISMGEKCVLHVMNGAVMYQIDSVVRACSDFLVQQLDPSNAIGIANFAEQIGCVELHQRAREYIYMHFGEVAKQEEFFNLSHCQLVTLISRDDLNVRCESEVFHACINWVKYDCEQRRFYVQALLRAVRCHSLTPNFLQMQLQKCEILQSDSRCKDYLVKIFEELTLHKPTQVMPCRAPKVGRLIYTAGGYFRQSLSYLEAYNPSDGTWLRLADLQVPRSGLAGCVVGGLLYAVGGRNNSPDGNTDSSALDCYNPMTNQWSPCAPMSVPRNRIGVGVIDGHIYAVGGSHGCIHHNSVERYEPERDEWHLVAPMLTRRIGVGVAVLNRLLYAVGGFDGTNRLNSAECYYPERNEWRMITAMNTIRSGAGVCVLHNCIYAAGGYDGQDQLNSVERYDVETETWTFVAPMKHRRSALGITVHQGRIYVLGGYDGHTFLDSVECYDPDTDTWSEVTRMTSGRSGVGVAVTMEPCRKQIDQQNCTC
PvdQ inh – P. aeruginosa PvdQ acylase inhibition; inhibition, % at 10 µM; purified PvdQ acylase, fluorescence plate reader; hit rate 0.063% among 340,000; in the data active = inhibition above about 30%, passing the limit was not always enough;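 note: 0% = vehicle neutral wells and 100% = reference inhibitor wells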
PKA-R2B act – activates the human PKA-R2B holoenzyme complex; hit rate 0.079% among 340,000; AID 504700; activation, % at 11.4 µM; PKA-R2B holoenzyme dissociation, Cy5-IP20 fluorescence polarization; R2B truncated from residue 108, S112A mutant; 0% DMSO only, 100% 113 µM cGMP;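 active = activation above a cutoff set at the mean over all compounds plus 3 SD, cut at about 18% in these data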;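 note: higher means more holoenzyme dissociation and a rise in polarization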
Numbers without * were called inactive.

Screening Cc1ccc(S(=O)(=O)Nc2ccc(-c3nnc(SCC#N)n3C)cc2)cc1 returned Arrestin-AP2 inh 36.6, RTF Ca sens inh -0.1, DAGLB inh -1.3, SR-BI DiI inh -19.2, LANA DNA inh -0.7, SR-BI uptake up 19.2, Keap1 Nrf2 FP 1.1, PvdQ inh -1.5 and PKA-R2B act 8.3.
`C#CCOCCOCCOCCNc1nc(N2CCN(C(=O)C([C@@H](C)CC)n3cc(C(N)Cc4ccc(O)cc4)nn3)CC2)nc(N2CCN(C(=O)[C@H](CCC(=O)O)n3cc(C(N)Cc4ccc(O)cc4)nn3)CC2)n1` (some centres not stated) gave Arrestin-AP2 inh 1.6, RTF Ca sens inh -1.0, DAGLB inh -4.5, SR-BI DiI inh -14.5, LANA DNA inh 1.1, SR-BI uptake up 14.5, Keap1 Nrf2 FP 3.3, PvdQ inh -0.4 and PKA-R2B act -0.8.
`O=C(CCN1CCN(c2ccc(Cl)cc2)CC1)Nc1nccs1` gave Arrestin-AP2 inh 3.8, NSD2 HMT inh 7.1, RTF Ca sens inh -5.2, DAGLB inh -4.1, SR-BI DiI inh 6.9, LANA DNA inh 0.3, SR-BI uptake up -6.9, Keap1 Nrf2 FP -7.9, PvdQ inh -19.0 and PKA-R2B act -19.9.
O=C(O)Cn1cc(C(=S)N2CCCCC2)c2ccccc21 was read as Arrestin-AP2 inh 3.2, NSD2 HMT inh -2.9, RTF Ca sens inh -8.3, DAGLB inh -0.4, SR-BI DiI inh -1.1, LANA DNA inh -0.5, SR-BI uptake up 1.1, Keap1 Nrf2 FP -2.7, PvdQ inh -8.7 and PKA-R2B act -0.1.
Screening Cc1ccccc1C1CC(c2ccc(F)cc2)Nc2nc(N)nn21 (configuration not stated) returned Arrestin-AP2 inh -10.1, RTF Ca sens inh -13.6, DAGLB inh -1.0, SR-BI DiI inh 1.6, LANA DNA inh -4.0, SR-BI uptake up -1.6, Keap1 Nrf2 FP -2.1, PvdQ inh 12.1 and PKA-R2B act 4.7.
`O=C1COc2ccc3ccccc3c21` gave Arrestin-AP2 inh 9.6, NSD2 HMT inh 2.0, RTF Ca sens inh 1.0, DAGLB inh -0.2, SR-BI DiI inh -7.6, LANA DNA inh -1.6, SR-BI uptake up 7.6, Keap1 Nrf2 FP 0.0, PvdQ inh -2.7 and PKA-R2B act 15.5.
O=C(O)c1ccc2c(c1)C(=O)N(CCCCCCCN1C(=O)c3ccc(C(=O)O)cc3C1=O)C2=O was read as Arrestin-AP2 inh 33.5, NSD2 HMT inh -0.2, RTF Ca sens inh -10.0, DAGLB inh 1.6, SR-BI DiI inh -3.7, LANA DNA inh -0.1, SR-BI uptake up 3.7, Keap1 Nrf2 FP 2.5, PvdQ inh 4.3 and PKA-R2B act 2.7.
For COC(=O)c1ccc(Cn2cc(Cl)cn2)cc1 the results were Arrestin-AP2 inh -9.2, NSD2 HMT inh -0.2, RTF Ca sens inh -7.1, DAGLB inh -4.1, SR-BI DiI inh -8.3, LANA DNA inh 1.2, SR-BI uptake up 8.3, Keap1 Nrf2 FP 5.4, PvdQ inh -4.4 and PKA-R2B act 0.8.
Screening Cc1ccc(NC(=O)C(=O)NCC2CCCN2S(=O)(=O)c2cccs2)c(C)c1 (configuration not stated) returned Arrestin-AP2 inh 12.3, NSD2 HMT inh 1.0, RTF Ca sens inh -5.4, DAGLB inh 1.5, SR-BI DiI inh 10.7, LANA DNA inh -1.2, SR-BI uptake up -10.7, Keap1 Nrf2 FP -4.7, PvdQ inh 3.9 and PKA-R2B act -20.9.
For COCCCNS(=O)(=O)c1ccc2c(c1)OCCO2 the results were Arrestin-AP2 inh 6.8, NSD2 HMT inh -2.3, RTF Ca sens inh 11.6, DAGLB inh -4.1, SR-BI DiI inh -11.9, LANA DNA inh 2.1, SR-BI uptake up 11.9, Keap1 Nrf2 FP -3.8, PvdQ inh 11.1 and PKA-R2B act 2.2.
`Cc1nc(CC(=O)c2c(C)cc(O)cc2O)cs1` gave Arrestin-AP2 inh -1.4, RTF Ca sens inh -0.8, DAGLB inh -2.2, SR-BI DiI inh 5.7, LANA DNA inh -0.2, SR-BI uptake up -5.7, Keap1 Nrf2 FP -3.9, PvdQ inh -4.5 and PKA-R2B act -2.1.
Cn1nc2c3ccccc3n(Cc3ccccc3)c2nc1=S was read as Arrestin-AP2 inh -0.8, NSD2 HMT inh -0.9, RTF Ca sens inh -5.7, DAGLB inh -2.1, SR-BI DiI inh 32.3, LANA DNA inh 1.1, SR-BI uptake up -32.3, Keap1 Nrf2 FP 3.4, PvdQ inh -9.7 and PKA-R2B act -2.6.
For Nc1nnc(-c2ccncc2)s1 the results were Arrestin-AP2 inh 33.2, NSD2 HMT inh -2.2, RTF Ca sens inh 0.1, DAGLB inh -2.2, SR-BI DiI inh -20.2, LANA DNA inh -0.3, SR-BI uptake up 20.2, Keap1 Nrf2 FP -1.2, PvdQ inh 5.8 and PKA-R2B act -0.4.
For COc1cccc(NC(=O)NC2CCCCC2C)c1 (configuration not stated) the results were Arrestin-AP2 inh 33.3, NSD2 HMT inh -2.8, RTF Ca sens inh 2.2, DAGLB inh -0.7, SR-BI DiI inh -3.1, LANA DNA inh -0.1, SR-BI uptake up 3.1, Keap1 Nrf2 FP 0.4, PvdQ inh 9.5 and PKA-R2B act -5.1.
Screening COc1ccc(CCN2CCCC(CN(C)Cc3cc(OC)ccc3OC)C2)cc1 (configuration not stated) returned Arrestin-AP2 inh 2.8, NSD2 HMT inh 6.1, RTF Ca sens inh -7.2, DAGLB inh 1.2, SR-BI DiI inh -9.5, LANA DNA inh -5.1, SR-BI uptake up 9.5, Keap1 Nrf2 FP -4.6, PvdQ inh -14.8 and PKA-R2B act -0.7.
CC(CCc1ccccc1)NCc1cccc2ccccc12 (configuration not stated) was read as Arrestin-AP2 inh 46.4, NSD2 HMT inh 20.4, RTF Ca sens inh -2.3, DAGLB inh -6.3, SR-BI DiI inh 6.2, LANA DNA inh 5.4, SR-BI uptake up -6.2, Keap1 Nrf2 FP 6.4, PvdQ inh 2.0 and PKA-R2B act 11.1.
Cc1cc(-c2n[nH]c(=S)n2/N=C/c2c[nH]c3ccccc23)n[nH]1 was read as Arrestin-AP2 inh -6.8, NSD2 HMT inh 1.8, RTF Ca sens inh -1.9, DAGLB inh 0.7, SR-BI DiI inh 3.9, LANA DNA inh 0.6, SR-BI uptake up -3.9, Keap1 Nrf2 FP -2.3, PvdQ inh -13.6 and PKA-R2B act -6.5.
`COc1ccc(N(CC(=O)N/N=C/c2ccc(-c3ccc([N+](=O)[O-])cc3)o2)S(=O)(=O)c2ccc(C)cc2)cc1Cl` gave Arrestin-AP2 inh 37.4, NSD2 HMT inh -2.1, RTF Ca sens inh -15.4, DAGLB inh 3.5, SR-BI DiI inh 42.7, LANA DNA inh 0.3, SR-BI uptake up -42.7, Keap1 Nrf2 FP -10.4, PvdQ inh -1.5 and PKA-R2B act 1.3.
Screening COc1cc2nc(SCc3ccc(Cl)cc3Cl)n(Cc3cccs3)c(=N)c2cc1OC returned Arrestin-AP2 inh 1.9, NSD2 HMT inh 1.7, RTF Ca sens inh 0.7, DAGLB inh -5.9, SR-BI DiI inh -17.1, LANA DNA inh -0.3, SR-BI uptake up 17.1, Keap1 Nrf2 FP -6.6, PvdQ inh -16.4 and PKA-R2B act -0.4.
Screening COc1ccc(OC)c(C2=NOC(C(=O)Nc3ccc4c(c3)OCCO4)C2)c1 (configuration not stated) returned Arrestin-AP2 inh 3.3, NSD2 HMT inh 0.0, RTF Ca sens inh -3.2, DAGLB inh -2.4, SR-BI DiI inh 10.4, LANA DNA inh 2.2, SR-BI uptake up -10.4, Keap1 Nrf2 FP -1.3, PvdQ inh -5.2 and PKA-R2B act 0.0.

Overlap with the part before: 2 compounds; new compounds follow.
Screening COc1cc2nc(SCc3ccc(Cl)cc3Cl)n(Cc3cccs3)c(=N)c2cc1OC returned Arrestin-AP2 inh 1.9, NSD2 HMT inh 1.7, RTF Ca sens inh 0.7, DAGLB inh -5.9, SR-BI DiI inh -17.1, LANA DNA inh -0.3, SR-BI uptake up 17.1, Keap1 Nrf2 FP -6.6, PvdQ inh -16.4 and PKA-R2B act -0.4.
Screening COc1ccc(OC)c(C2=NOC(C(=O)Nc3ccc4c(c3)OCCO4)C2)c1 (configuration not stated) returned Arrestin-AP2 inh 3.3, NSD2 HMT inh 0.0, RTF Ca sens inh -3.2, DAGLB inh -2.4, SR-BI DiI inh 10.4, LANA DNA inh 2.2, SR-BI uptake up -10.4, Keap1 Nrf2 FP -1.3, PvdQ inh -5.2 and PKA-R2B act 0.0.
For Cc1ccccc1S(=O)(=O)NC1OC(=O)C(Cl)=C1Cl (configuration not stated) the results were Arrestin-AP2 inh 5.7, RTF Ca sens inh 2.5, DAGLB inh 2.2, SR-BI DiI inh 12.6, LANA DNA inh -2.3, SR-BI uptake up -12.6, Keap1 Nrf2 FP -4.0, PvdQ inh -12.5 and PKA-R2B act -7.2.
`COc1ccc(CCN2CC(C(=O)NCCCn3nc(C)cc3C)CCC2=O)cc1` (configuration not stated) gave Arrestin-AP2 inh 1.0, NSD2 HMT inh -6.4, RTF Ca sens inh -5.9, DAGLB inh -2.4, SR-BI DiI inh -13.3, LANA DNA inh 0.0, SR-BI uptake up 13.3, Keap1 Nrf2 FP 0.0, PvdQ inh -2.6 and PKA-R2B act -2.4.
`CC(C)Cc1nnc(NC(=O)c2ccc3c(c2)NC(=O)C(C)S3)s1` (configuration not stated) gave Arrestin-AP2 inh 28.1, NSD2 HMT inh -1.5, RTF Ca sens inh -3.0, DAGLB inh 1.3, SR-BI DiI inh -3.3, LANA DNA inh -1.7, SR-BI uptake up 3.3, Keap1 Nrf2 FP -7.2, PvdQ inh -4.9 and PKA-R2B act 4.9.
Cc1c(C(=O)N2CCc3ccccc3C2)sc2nc(-c3ccccc3)cn12 was read as Arrestin-AP2 inh -4.6, NSD2 HMT inh 11.4, RTF Ca sens inh 4.1, DAGLB inh -2.1, SR-BI DiI inh 6.8, LANA DNA inh 2.4, SR-BI uptake up -6.8, Keap1 Nrf2 FP -3.0, PvdQ inh -4.1 and PKA-R2B act 12.9.
Screening COc1ccc(OC)c(/C=N/NC(=O)c2cc[n+](Cc3ccccc3)cc2)c1 returned Arrestin-AP2 inh 3.4, NSD2 HMT inh 0.0, RTF Ca sens inh -5.0, DAGLB inh 0.7, SR-BI DiI inh -22.5, LANA DNA inh -1.6, SR-BI uptake up 22.5, Keap1 Nrf2 FP -3.7, PvdQ inh -9.1 and PKA-R2B act 0.7.
`N#CCC(=O)Nc1sc2c(c1C(N)=O)CCCC2` gave Arrestin-AP2 inh 1.9, RTF Ca sens inh -5.0, DAGLB inh 3.5, SR-BI DiI inh -2.8, LANA DNA inh -1.5, SR-BI uptake up 2.8, Keap1 Nrf2 FP -9.6, PvdQ inh -12.8 and PKA-R2B act -10.8.
Screening Cc1cccc(/C=N/NC(=O)Cc2cccs2)c1 returned Arrestin-AP2 inh -23.9, NSD2 HMT inh -1.2, RTF Ca sens inh -0.3, DAGLB inh -0.9, SR-BI DiI inh -6.2, LANA DNA inh -0.3, SR-BI uptake up 6.2, Keap1 Nrf2 FP 0.0, PvdQ inh -11.8 and PKA-R2B act 1.6.
